# STAT3 inh = reduces IL-6 driven STAT3 reporter signal. inhibition, % at 5.5 µM. AID 862. actives 0.89% (n = 190,000). U3A cells, IL-6 STAT3-luciferase reporter, luminescence; host cell line lacks STAT1;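 active = inhibition above the mean inhibition across all screened compounds plus 3 SD, cut at about 44% in these data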;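 note: 0% = DMSO only wells and 100% = 100 µM nifuroxazide control wells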
# STAT3 activator = activators of IL-6 induced STAT3 signaling | U3A cells, IL-6 STAT3-luciferase reporter, luminescence; 100% = signal with IL-6 EC80 alone | actives 0.91% (n = 190,000) | activation (% of control), % at 5.6 µM;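 active = activation above the screen-wide mean of compound activation plus 3 SD, cut at about 130% in these data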;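 note: 0% = background luminescence of wells with medium and substrate only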
#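 System – human U3A cells carrying STAT3-luciferase construct · Probe or stimulus – Interleukin-6, 33 ng/mL · Schedule – compound 1 h, then IL-6 6 h at 37 °C · Signal – luminescence from STAT3-driven luciferase reporter · Evaluation – percent of IL-6-only median luminescence · Benchmarks – IL-6-only high control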
# FLuc inhib CS = inhibits firefly luciferase, flagging false hits in luciferase inhibition screens; P08659; ATPLite firefly luciferase biochemical luminescence, 10 min; inhibition, % at 10 µM; actives 1.5% (n = 200,000); AID 1006;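 active = inhibition above about 50% when tested at 10 µM, limit read from the data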
# Target sequence (P08659 whole entry, looked up): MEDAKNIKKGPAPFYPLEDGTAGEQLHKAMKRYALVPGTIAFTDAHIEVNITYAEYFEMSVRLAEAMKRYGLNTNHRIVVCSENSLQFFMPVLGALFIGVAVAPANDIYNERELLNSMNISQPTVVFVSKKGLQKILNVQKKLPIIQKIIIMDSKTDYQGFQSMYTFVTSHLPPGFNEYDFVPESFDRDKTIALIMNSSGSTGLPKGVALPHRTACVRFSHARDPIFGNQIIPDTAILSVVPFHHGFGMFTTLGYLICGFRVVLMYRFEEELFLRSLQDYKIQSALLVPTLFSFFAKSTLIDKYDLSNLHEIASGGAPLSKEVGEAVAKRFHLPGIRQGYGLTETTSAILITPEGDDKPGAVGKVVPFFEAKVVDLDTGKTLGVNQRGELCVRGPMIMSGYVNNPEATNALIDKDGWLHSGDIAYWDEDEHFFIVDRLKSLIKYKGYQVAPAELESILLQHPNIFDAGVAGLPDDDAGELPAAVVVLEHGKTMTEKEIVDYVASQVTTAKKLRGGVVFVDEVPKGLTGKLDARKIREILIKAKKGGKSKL
# APP transl inh = APP translation inhibition | SH-SY5Y APP 5'UTR-luciferase reporter, luminescence | inhibition, % at 2 µM | actives 0.82% (n = 190,000) | AID 1285;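 active = inhibition above a set limit, derived from the sample mean plus 3 SD, cut at about 45% in these data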; note: values of inactives mirror those of a sister screen read the other way
# Hsp70 act = switches on Hsp70 transcription; actives 0.04% (n = 200,000); AID 1203; HeLa Hsp70 promoter luciferase reporter, luminescence; scaled: vehicle 0, proteasome-inhibitor control 100%; activation, % at 10 µM;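 active = activation above the mean across all tested compounds plus 3 SD, cutoff set per campaign, cut at about 5.5% in these data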;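 note: 100% = MG132 at 30 µM as the positive control and 0% = DMSO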
# NF-kB neuron act = raises NF-kB expression in human neuronal cells; NF-kB reporter expression; stronger effect = higher value; fold change at 12.5 µM; actives 1.6% (n = 190,000); AID 1239; in the data active = fold change above about 3.3
# APP 5'UTR act = APP 5'UTR luciferase reporter activation; actives 1% (n = 190,000); AID 1276; SH-SY5Y APP 5'UTR luciferase reporter, luminescence; zero percent = DMSO vehicle wells; activation, % at 2 µM;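 active = activation above a set limit, based on mean plus 3 SD of controls, cut at about 140% in these data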; note: values of inactives mirror those of a sister screen read the other way
# STAT1 blocker = inhibitors of IFN-gamma induced STAT1 signaling. NIH 3T3 STAT1-luciferase reporter, luminescence. actives 0.35% (n = 200,000). AID 920. inhibition, % at 5.5 µM;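 active = inhibition above a set limit, the mean inhibition across all tested compounds plus 3 SD, cut at about 34% in these data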;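 note: 0% = IFN-gamma with DMSO and 100% = IFN-gamma with 300 µM nifuroxazide; values of inactives mirror those of a sister screen read the other way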
# STAT1 act = activators of IFN-gamma induced STAT1 signaling; actives 2.6% (n = 200,000); AID 932; NIH 3T3 STAT1-luciferase reporter, luminescence; 100% = IFN-gamma alone, no compound; activation (% of control), % at 5.5 µM;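 active = activation above the screen-wide mean activation plus 3 SD, cut at about 130% in these data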;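 note: raw ratio to IFN-gamma control signal so 100% means no change and 0% no light; values of inactives mirror those of a sister screen read the other way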
# RAM inhibit = inhibitors of the yeast RAM network. S. cerevisiae dse1pr::URA3 reporter, 5-FOA growth OD615, 2 d; analog-sensitive cbk1-as2 kinase mutant strain. inhibition, % at 50 µM. actives 1.8% (n = 190,000). AID 868;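 active = inhibition above a set limit, 3 SD over mean compound inhibition, cut at about 8.4% in these data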;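 note: 0% = DMSO-only wells with no growth and 100% = 10 µM 1-NA-PP1 full growth; inhibition rescues growth on 5-FOA so higher OD means more RAM inhibition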
# * = called active by the depositor.
# Order of values: STAT3 inh, STAT3 activator, FLuc inhib CS, APP transl inh, Hsp70 act, NF-kB neuron act, APP 5'UTR act, STAT1 blocker, STAT1 act, RAM inhibit
CN1C(=O)N(C)C2C1NC(=O)N2C (configuration not stated)
 : 3.8, 105.4, -10.9, -8.2, -0.4, 1.08, 8.2, -1.5, 101.4, -0.9
O=S(=O)(/N=C(\c1ccccc1F)N1CCCCC1)c1ccccc1
 : -2.6, 100.1, -1.7, -10.1, -0.5, 1.35, 10.1, -8.1, 110.0, 0.5
Cc1ccc(Cn2ncc3c(NCCCN4CCOCC4)ncnc32)cc1
 : 10.3, 94.0, -7.3, 11.7, -0.3, 0.94, -11.7, -0.1, 94.2, 0.1
CCCNC(=O)N1CCC(C(=O)c2ccc(Cl)cc2)CC1
 : 5.2, 99.4, -4.4, 0.5, -0.2, 1.1, -0.5, -1.1, 101.0, -2.1
CCCC(=O)N(C)c1nnc(-c2ccc(OC)cc2)s1
 : 18.4, 86.3, 31.9, -22.6, 0.1, 1.96, 22.6, -23.8, 123.5, 2.2
COc1cc2c(c(O)c1OC)C(=O)C(OC)CCC2 (configuration not stated)
 : 10.3, 97.7, -4.1, 4.5, 0.1, 1.27, -4.5, -3.5, 103.2, 0.3
CCOC(=O)c1ccc(NC(=O)/C=C/c2cccs2)cc1
 : 10.4, 95.3, 10.1, -64.2, -0.5, 2.28, 64.2, -50.8, 143.1*, 1.8
OC(CNCC#Cc1ccccc1)c1ccccc1 (configuration not stated)
 : 4.9, 104.1, -8.1, -13.0, -0.2, 0.86, 13.0, 7.4, 93.3, 0.2
Cn1c(=O)n(CCOc2ccccc2Cl)c2ccccc21
 : -0.2, 109.0, -2.3, -59.6, -0.1, 2, 59.6, -20.0, 118.2, -0.9
CCC(C)C(=O)Nc1cc(C(=O)OC)cc(C(=O)OC)c1 (configuration not stated)
 : -7.8, 109.4, -4.2, 0.9, -0.2, 1.12, -0.9, 6.5, 94.0, 2.0
COc1ccc(/C=N\NC(=O)COc2ccc(Cl)cc2Cl)c(C(=O)O)c1OC
 : 0.3, 101.7, -1.3, 4.5, -0.2, 1.16, -4.5, -3.1, 102.8, -0.9
O=C(Nc1ccc2c(c1)CCC2)c1ccc(Br)o1
 : 14.0, 92.8, 35.1, -115.7, 0.2, 3.26, 115.7, -21.3, 119.6, -0.5
CCOc1cc2[nH]c(=S)n(Cc3ccc(C(=O)NCC(OC)OC)cc3)c(=O)c2cc1OCC
 : -0.5, 103.9, -5.6, 9.0, -0.1, 1.07, -9.0, 3.0, 97.2, 2.5
COC(=O)c1ccccc1NC(=O)CSc1nnc(CNS(=O)(=O)c2ccc(C)cc2)n1C
 : 7.0, 101.6, 4.7, -7.2, 0.1, 1.07, 7.2, -3.3, 103.0, 6.9
CC(C)(C)NC(=O)COC(=O)c1ccc(Cl)c(S(N)(=O)=O)c1
 : 1.3, 100.0, -0.9, -2.0, -0.4, 1.26, 2.0, -7.7, 105.7, 0.7
CCCOC(=O)c1ccc(NC(=O)c2cc(Cl)ccc2OC)cc1
 : 35.1, 72.4, -2.4, 0.3, -0.3, 1.04, -0.3, 9.1, 91.8, 4.5
CCC1Oc2ccccc2N(Cc2ccccc2C)C1=O (configuration not stated)
 : 2.7, 102.9, -4.9, 9.5, -0.5, 0.87, -9.5, -5.9, 105.5, 2.0
COCc1nnc(NC(=O)c2ccc(S(=O)(=O)N(CC(C)C)CC(C)C)cc2)o1
 : 3.0, 102.5, -6.6, -4.5, -0.2, 0.96, 4.5, -0.8, 98.7, 2.7
O=C(Nc1ccc([N+](=O)[O-])cc1)C1C(c2ccccc2)=C1c1ccccc1
 : -26.3, 133.3*, -5.0, -25.0, 0.4, 0.88, 25.0, -6.4, 105.8, 6.9
Cn1c(NC(=O)c2ccc(C(C)(C)C)cc2)cc(=O)n(C)c1=O
 : 0.0, 100.2, -2.2, 3.0, -0.4, 1.5, -3.0, 5.1, 96.1, 3.7

# An excerpt of these results, comma-delimited.
SMILES,STAT3 inh,STAT3 activator,FLuc inhib CS,APP transl inh,Hsp70 act,NF-kB neuron act,APP 5'UTR act,STAT1 blocker,STAT1 act,RAM inhibit
CCCC(=O)N(C)c1nnc(-c2ccc(OC)cc2)s1,18.4,86.3,31.9,-22.6,0.1,1.96,22.6,-23.8,123.5,2.2
O=C(Nc1ccc([N+](=O)[O-])cc1)C1C(c2ccccc2)=C1c1ccccc1,-26.3,133.3*,-5.0,-25.0,0.4,0.88,25.0,-6.4,105.8,6.9
COC(=O)c1ccccc1NC(=O)CSc1nnc(CNS(=O)(=O)c2ccc(C)cc2)n1C,7.0,101.6,4.7,-7.2,0.1,1.07,7.2,-3.3,103.0,6.9
CCCNC(=O)N1CCC(C(=O)c2ccc(Cl)cc2)CC1,5.2,99.4,-4.4,0.5,-0.2,1.1,-0.5,-1.1,101.0,-2.1

# Carrying on:
# Order of values: STAT3 inh, STAT3 activator, FLuc inhib CS, APP transl inh, Hsp70 act, NF-kB neuron act, APP 5'UTR act, STAT1 blocker, STAT1 act, RAM inhibit
CCCCNC(=S)NNC(=O)c1csc(CC)c1
 : 14.8, 90.1, -5.7, -43.9, -0.3, 1.85, 43.9, 3.6, 96.7, 0.9
O=C(CSc1ccccn1)Nc1ccccc1F
 : 2.0, 101.5, -5.3, 21.0, -0.2, 1.24, -21.0, 9.0, 91.8, 1.3
COc1ccc(S(=O)(=O)Cc2ccc(C(=O)N3CCc4ccccc4C3)o2)cc1
 : 2.9, 105.2, -0.4, -14.7, 0.0, 1.04, 14.7, -1.7, 101.6, 2.1
O=C(O)CC(c1ccccc1)n1cccc1 (configuration not stated)
 : -1.4, 101.9, -3.4, -3.8, 0.2, 0.97, 3.8, 2.8, 97.5, 2.6
Cn1c(SCC(=O)N2CCOCC2)nnc1-c1ccc(NC(=O)c2ccccc2F)cc1
 : 7.7, 97.9, 3.2, -9.2, 0.0, 0.89, 9.2, -2.1, 101.9, -0.6
CCOc1cc(/C=C2\SC(=Nc3ccccc3)N(c3ccccc3)C2=O)ccc1OCC(=O)O
 : 3.7, 98.0, -8.0, 10.4, -0.2, 1.28, -10.4, 0.3, 99.2, 7.7
CN(C)CCCNc1ncc(C(F)(F)F)cc1Cl
 : -8.1, 110.9, -4.7, 2.3, 0.0, 0.88, -2.3, -2.8, 99.5, 0.2
N#Cc1nc(-c2ccc(Cl)cc2)oc1NCc1ccco1
 : -4.6, 104.7, -7.8, -48.1, -0.1, 2.24, 48.1, -10.0, 109.2, 5.8
COc1ccccc1CNC(=O)COC(=O)Cc1c(Cl)cccc1Cl
 : -8.5, 105.9, -2.1, -14.0, 0.6, 1.03, 14.0, 1.4, 98.8, 4.9
CCC(C)(C)n1nnnc1C(c1cc2ccc(OC)cc2[nH]c1=O)N1CCN(C2CCCCC2)CC1 (configuration not stated)
 : -1.5, 105.8, -5.6, -0.5, 0.8, 1.34, 0.5, -9.9, 109.0, 1.5
CCCCOc1ccc(N2C(=O)CC(N(O)c3ccccc3)C2=O)cc1 (configuration not stated)
 : -6.0, 107.2, -7.3, -15.6, 0.4, 1.08, 15.6, -5.2, 104.7, 4.4
O=C(CC1C(=O)NCCN1Cc1ccc(-c2ccccc2)cc1)NCc1ccccc1 (configuration not stated)
 : 9.5, 95.6, 2.3, -5.7, 0.1, 1.07, 5.7, -17.2, 114.3, 0.2
O=C(NCCCN1CCOCC1)C1COc2ccccc2O1 (configuration not stated)
 : -6.8, 108.3, -1.1, -5.4, -0.4, 1.23, 5.4, -0.9, 100.8, 0.9
CC(=O)N(C)N1c2ccccc2CCc2ccccc21
 : 20.5, 88.7, -1.1, -7.2, -0.2, 0.81, 7.2, 0.0, 98.1, 0.1
O=C(NCCN1CCN(Cc2ccccc2)CC1)C1c2ccccc2C(=O)N2CCc3ccccc3C12 (configuration not stated)
 : 6.0, 101.1, -9.7, 6.0, 0.1, 1.06, -6.0, 3.5, 96.8, 0.0
COc1ccc(CCNc2nc(-c3sc(C)nc3C)cs2)cc1OC
 : 33.0, 74.8, -3.2, 55.2*, 0.0, 0.85, -55.2, 9.3, 91.5, 0.8
COCc1nc2ccccc2n1Cc1c(F)cccc1Cl
 : 8.1, 95.0, -3.0, 0.9, -0.5, 0.98, -0.9, 1.2, 97.2, 1.8
CCN(C(=O)CSc1nc2ccccc2c(=O)n1-c1cccc(C)c1)C1CCS(=O)(=O)C1 (configuration not stated)
 : 12.7, 92.7, -6.4, -5.6, -0.3, 1.16, 5.6, -2.4, 100.8, 1.9
CCOc1cccc(=O)c2c(C)n(Cc3ccccc3)c(C)c12
 : -1.5, 104.3, -7.5, 0.4, -0.6, 0.84, -0.4, 9.0, 89.8, 4.7
O=C(NCc1cccnc1)c1cc(C(=O)C2CC2)c[nH]1
 : 17.1, 92.0, -5.3, -8.2, -0.1, 1.27, 8.2, 2.1, 98.2, 1.2
Cc1cccc(C)c1NC(=O)CC(NCCc1ccccc1)C(=O)O (configuration not stated)
 : 11.6, 90.5, -6.3, -7.7, -0.2, 1.25, 7.7, -3.1, 102.7, -1.2
CCCCOC(=O)c1ccc(-c2ccc(/C=N/NC(=S)NCC)o2)cc1
 : -13.2, 111.2, 3.4, -21.3, 0.7, 1.39, 21.3, -5.2, 104.8, 3.3
CCOc1ccc(NC(=O)CN(Cc2ccccc2)S(C)(=O)=O)cc1
 : 10.9, 92.7, -4.6, -1.8, 0.0, 1.25, 1.8, -4.0, 104.4, -0.7
CC(C)N(C(=O)Cn1cc(SCC(=O)NCc2ccco2)c2ccccc21)C(C)C
 : -5.6, 106.7, -8.9, -12.1, -0.5, 1.06, 12.1, -4.8, 102.6, -0.5
COc1ccc(OC)c(NC(=O)Cn2c(CCC(=O)O)ccc2-c2cccs2)c1
 : -12.1, 110.9, -7.0, 2.8, -0.4, 1.09, -2.8, 2.4, 97.8, 0.1
CC(C)c1ccc(S(=O)(=O)c2ccc(NN)cc2)cc1
 : 4.9, 99.9, -5.6, 1.3, -0.4, 1.05, -1.3, -2.9, 102.6, 2.3
CCOC(=O)C(C)Sc1ncnc2c1nnn2-c1ccc(F)cc1 (configuration not stated)
 : 8.9, 93.0, 16.0, -10.2, 0.5, 1.76, 10.2, -35.2, 131.9*, 2.7
Cc1ccc(NC(=O)/C=C\C(=O)O)c([N+](=O)[O-])c1
 : -10.2, 108.3, -7.4, -2.2, -0.3, 1.11, 2.2, -6.3, 105.7, 1.2
CCCCn1c(SCC(=O)Nc2cc(C)[nH]n2)nc2ccsc2c1=O
 : 12.9, 92.2, -1.9, -8.6, -0.4, 0.99, 8.6, 12.5, 88.5, 6.7
Cn1c(=NC(=O)CSCC(=O)N2CCOCC2)sc2ccccc21
 : -1.7, 102.4, -1.3, 16.6, -0.5, 1.09, -16.6, -4.7, 99.5, 0.2
COc1ccc(C2NS(=O)(=O)N=C2N)cc1 (configuration not stated)
 : 5.1, 97.6, -7.1, -0.1, -0.4, 1.03, 0.1, -0.4, 98.8, 0.5
CN(C)C(=O)CCSc1nnc(-c2ccncc2)o1
 : -4.1, 104.8, 0.0, -10.1, -0.2, 0.78, 10.1, -7.6, 105.9, 1.5
CCCn1nnnc1SCC(=O)NCc1ccc2c(c1)OCO2
 : -10.9, 112.0, 0.0, -9.1, -0.2, 1.3, 9.1, -8.6, 107.9, 1.3

# Screening results (PubChem)
